Assay outcomes as filed in PubChem BioAssay.
D2 agonist – activates the human D2 dopamine receptor; HEK293 T-REx D2 cells, calcium flux agonist mode; activation, % at 2 µM; 340,000 tested, 0.53% active; AID 485358;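 active = activation over 3 SD above normal in the single-dose calcium agonist read, cut at about 30% in these data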; also: 0% is about no effect
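Calcium-flux readout, 1 cycle/sec over 180 s following compound pin transfer, in inducible HEK293 Trex D2 cells (force-coupled); dopamine controls included. Positive calcium responses during this window marked compounds as potential agonists.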
TRHR enhancer – TRH receptor (human) allosteric enhancement; P34981; TRHR cells, fluo-8 calcium fluorescence, EC20 TRH enhancement; enhancement, % at 2 µM; 360,000 tested, 0.66% active; in the data active = enhancement above about 30%; also: 0% is about no effect
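Enhancer read-out: after compound pinning and an initial kinetic agonist-mode read, an EC20 of TRH (10 nM final) was injected and fluo-8 calcium signal (Ex 480/Em 530) followed at 1 s/cycle for 100 cycles in TRHR-expressing cells.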
RXFP1 ag – activates the human relaxin receptor RXFP1; HEK293T-RXFP1 cAMP TR-FRET, 30 min; response scale: percent of porcine relaxin response, buffer zero; Potency, µM (top dose mostly 57.5 µM), inactives show top-dose activation, usual class: activators; 370,000 tested, 0.3% active; AID 2676; active = well fitted activation curve with a large enough effect; inconclusive = small, poorly fitted or top-dose-only effect; also: potency is read from the fitted curve at half-maximal effect; % is scaled to controls: 0 for no effect and ±100 for the full control effect; nearly all actives have a fitted effect of over 60% in size; many of its hits are not listed in these tables
Target sequence (Q9HBX9 whole entry, looked up): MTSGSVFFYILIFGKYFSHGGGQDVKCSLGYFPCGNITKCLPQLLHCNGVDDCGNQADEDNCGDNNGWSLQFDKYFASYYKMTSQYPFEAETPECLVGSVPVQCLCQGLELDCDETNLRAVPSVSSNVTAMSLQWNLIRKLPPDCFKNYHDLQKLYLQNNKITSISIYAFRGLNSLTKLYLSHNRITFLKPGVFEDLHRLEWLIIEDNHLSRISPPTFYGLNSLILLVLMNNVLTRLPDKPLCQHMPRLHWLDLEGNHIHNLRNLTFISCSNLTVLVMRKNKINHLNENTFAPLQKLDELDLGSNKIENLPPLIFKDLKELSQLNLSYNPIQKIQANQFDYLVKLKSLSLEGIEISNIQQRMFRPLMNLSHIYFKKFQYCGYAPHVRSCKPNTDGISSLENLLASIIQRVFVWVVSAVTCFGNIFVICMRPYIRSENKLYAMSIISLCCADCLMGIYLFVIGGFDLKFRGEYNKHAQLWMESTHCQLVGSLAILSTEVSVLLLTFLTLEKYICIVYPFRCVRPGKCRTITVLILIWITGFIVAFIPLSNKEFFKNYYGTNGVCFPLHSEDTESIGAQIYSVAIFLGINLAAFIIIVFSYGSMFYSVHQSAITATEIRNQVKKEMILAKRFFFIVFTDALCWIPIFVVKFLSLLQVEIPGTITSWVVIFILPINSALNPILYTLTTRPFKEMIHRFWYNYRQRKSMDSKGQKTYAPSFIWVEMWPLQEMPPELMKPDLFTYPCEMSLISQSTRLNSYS
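HEK293T cells stably expressing RXFP1 were pretreated with the PDE4 inhibitor Ro 20174, exposed to compounds for 30 min at 37C, lysed, and cAMP was read by TR-FRET. Data normalized to buffer (basal) and 29 nM porcine relaxin (100%).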
D1 ag – activates the human D1 dopamine receptor | 360,000 tested, 1% active | HEK293 T-REx D1 cells, calcium flux, agonist mode | P21728 | AID 504660 | activation, % at 2 µM; in the data active = activation above about 30%; also: 0% is about no effect
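Tetracycline-induced HEK293 TREx D1 cells, force-coupled to calcium signalling, were dye-loaded with a no-wash calcium kit. Compound was pin-added after a 10 s baseline. Fluorescence was read kinetically at 1 cycle/s for 180 s, with calcium rises flagged as agonism.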
RXFP1 antag – antagonists of human relaxin receptor RXFP1 | Q9HBX9 | HEK293-RXFP1, relaxin-stimulated cAMP HTRF, 30 min; active compounds read low | activity change, negative = inhibition, % at 57.5 µM | 350,000 tested, 0.59% active | AID 1259400;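 active = activity change of -60% or lower, but not beyond a set lower limit; inconclusive = change between -60% and -40%, or beyond the set limit; inactive = change above -40%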; also: % is scaled to controls: 0 for no effect and ±100 for the full control effect
D2 antag – antagonizes the human D2 dopamine receptor. P14416. HEK293 TREx D2 cells, calcium flux, dopamine EC80. inhibition, % at 10 µM. 340,000 tested, 2% active. AID 485344; in the data active = inhibition above about 30%; also: 0% is about no effect
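Cells plated overnight at 30 C with tetracycline; no-wash calcium dye, 30–90 min RT; 10 s baseline; compound pinned; 180 s read; EC80 dopamine added; another 180 s read.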
D2 PAM – positively modulates the human D2 dopamine receptor allosterically | AID 485347 | 340,000 tested, 0.34% active | potentiation, % at 10 µM | P14416 | HEK293 T-REx D2, calcium flux, EC20 dopamine potentiation;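 active = potentiation over 3 SD above the plate norm, cut at about 30% in these data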; also: 0% is about no effect
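Tetracycline-induced Hek293 Trex D2 cells, force-coupled to calcium, loaded with no-wash calcium dye. Compound added with 180 s kinetic read for agonism, then EC20 dopamine and a further 180 s read for potentiation.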
D1 antag – antagonists of human D1 dopamine receptor; activity change, negative = inhibition, % at 10 µM; HEK293 TREx D1 cells, calcium flux, dopamine EC80; active compounds read low; AID 504652; 360,000 tested, 3.2% active; in the data active = activity change below about -30%; also: % is scaled to controls: 0 for no effect and ±100 for the full control effect
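Calcium flux readout: force-coupled, inducible Hek293 Trex D1 line, cells induced overnight at 30 C with tetracycline, dye-loaded 30–90 min at RT. Antagonism scored against EC80 dopamine challenge given 180 s after compound.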
D1 PAM – human D1 dopamine receptor positive modulation; P21728; HEK293 TREx D1 cells, calcium flux, dopamine EC20 potentiation; potentiation, % at 10 µM; 360,000 tested, 0.036% active; AID 504651; in the data active = potentiation above about 30%; also: 0% is about no effect
Starred values were filed as active, the others as inactive; ? = inconclusive; . = not tested or not shown; & = joins results of further samples. These rows are one share of the data; the hit share may differ from the screen's.

SMILES	D2 agonist	TRHR enhancer	RXFP1 ag	D1 ag	RXFP1 antag	D2 antag	D2 PAM	D1 antag	D1 PAM
O=C(NCc1ccccc1Cl)c1ccc(CSCc2cccc(F)c2)o1	.	1	-0.5%	18	-1	.	-3	-11	-6
C(=N\Nc1nc(-c2ccccc2)cs1)/c1cccnc1	1.4	-4	1.5%	3	-27	27	-3	-1	0
CC(C)CCn1nnnc1C(c1ccc(F)cc1)N1CCN(C(=O)c2ccco2)CC1 (configuration not stated)	0.0	-18	0.7%	1	-5	-1	4	10	6
COCCNc1ccc(S(=O)(=O)N2CCCC2)cn1	0.1	-4	-1.1%	0	8	12	6	-2	-4
O=C(Cn1nnc(-c2ccccc2)n1)Nc1ccc2c(c1)OCO2	0.2	-5	1.3%	0	-2	1	-8	-6	-1
OCCC1CN(Cc2ccc(Oc3ncccn3)cc2)CCN1Cc1ccc(F)c(F)c1 (configuration not stated)	1.0	17	-2.7%	1	6	-26	-23	-2	-5
COc1ccccc1CNC(=O)CCN1C(=O)COc2ccccc21	0.2	-6	1.7%	-1	3	17	-3	-16	-2
CCCCCCCCCn1c2c(c(=N)c3c1CCC3)CCC2	.	-3	1.1%	-2	-70*	.	.	21	-1
CC1(C)Cc2ccccc2C(=NCC(=O)O)N1	0.9	1	2.9%	3	-2	13	4	-12	-3
CCN1C/C(=C/c2cccc([N+](=O)[O-])c2)C(=O)/C(=C/c2cccc([N+](=O)[O-])c2)C1	0.4	-8	0.1%	1	-24	3	-7	2	-3
COc1ccc(CNC(=O)N2CCN(S(=O)(=O)c3ccccc3F)CC2)cc1	-0.6	-1	2.3%	1	-9	14	-10	-2	7
Cc1cc(-c2nc3ncccc3o2)ccc1NC(=O)CC(C)C	1.0	-6	6.0%	2	.	-10	-6	-5	-2
CC1CCN(S(=O)(=O)c2ccc(NC(=O)CN3CCN(c4ccccc4)CC3)cc2)CC1	45*	2	0.8%	1	-10	59*	-29	14	-3
CCC(=O)c1ccc(OCC(O)CN2CCN(c3ccc(F)cc3)CC2)cc1 (configuration not stated)	7.3	12	0.1%	2	3	31*	-6	1	-1
O=C(Nc1ccc(-c2nc3cccnc3s2)cc1)c1ccc(Cl)nc1	0.2	4	0.3%	3	2	-7	-6	-9	2
COc1ccc(S(=O)(=O)N2CCCCC2)cc1NC(=O)CSc1nnc(C2CC2)n1C	.	-8	0.4%	0	-7	.	-11	-2	1
O=C(Cn1nnc2ccccc21)C1CC1	0.2	47*	1.0%	4	7	-16	-2	7	-5
CNc1ccc(C(=O)OCC(=O)Nc2ccnn2C(C)C)cc1[N+](=O)[O-]	1.3	-3	-0.2%	3	2	15	-10	-42*	-6
CCOC(=O)N1CCN(C(=O)C2CC(c3cc(OC)ccc3OC)=NO2)CC1 (configuration not stated)	-1.3	11	-0.3%	2	0	-10	1	-18	-4
Cc1ccccc1Nc1c(-c2ccc(Cl)cc2)nc2c(C)cccn12	-1.5	4	0.7%	1	-25	.	16	15	1
CC1(C)CN=C(NC2CCCCC2)S1	0.9	-1	-0.5%	1	11	8	10	-22	1
COc1ccc([N+](=O)[O-])cc1N(CC1CO1)S(=O)(=O)c1ccc(C)cc1 (configuration not stated)	0.0	3	-1.0%	4	-1	-2	8	-1	3
CCOCC(=O)Nc1nc(-c2ccccc2)c(CC)s1	-0.5	-1	0.3%	-1	-5	12	-5	2	1
CCCOc1ccc(C2c3c(oc4ccccc4c3=O)C(=O)N2c2nc(C)c(C(=O)OCC)s2)cc1 (configuration not stated)	0.8	7	-2.8%	-1	-7	.	0	3	-3
O=C(CSc1nncn1-c1cccnc1)Nc1cccc([N+](=O)[O-])c1	.	4	4.7%	4	-4	.	.	-16	-4
COc1ccc(C)cc1NC(=O)CN(C)S(=O)(=O)c1ccc2c(c1)CCCN2C(C)=O	0.3&-0.9	2&-1	0.6%&0.7%	4&1	6&-12	3	-6&7	-11&-23	-6&-4
Cc1cc2c3c([nH]c2cc1S(=O)(=O)N1CCC2(CC1)OCCO2)CC(C)(C)CC3=O	-0.1	-1	-0.1%	3	-15	5	9	3	-5
CCCNC(=O)c1ccccc1NC(=O)Cc1ccc(OC)c(S(=O)(=O)N2CCOCC2)c1	0.2	6	1.9%	3	2	23	1	1	1
Cc1ccc(-c2nc3ncccc3o2)cc1NC(=O)c1cccc(OCC(C)C)c1	-0.9	-8	0.0%	-1	1	.	-14	9	-1
Cc1cc(C)nc(SCC(=O)Nc2ccccc2[N+](=O)[O-])n1	-0.1	-8	3.4%	6	4	-11	22	-18	-8
COc1cc2c(cc1NC(=O)COC(=O)[C@@H](NS(=O)(=O)c1ccccc1)C(C)C)oc1ccccc12	5.4	5	-0.6%	3	-10	9	12	0	2
Cc1ccc(NC(=O)CO/N=C/c2ccc(N(C)C)cc2)cc1	2.8	4	-0.9%	24	-21	22	9	-21	-5
O=C(CSCc1ccccc1)N1CCN(C(=O)c2ccco2)CC1	-1.6	0	1.7%	0	-18	-14	5	12	2
CCCCCn1c(=O)[nH]c2c(c1=O)CCC2	0.2	-2	-0.9%	3	5	4	3	2	2
COc1ccccc1CNC(=O)CSc1ccc(Br)cc1	-1.2	-2	3.2%	-1	-4	-9	-5	22	5
CCc1ccc(-c2cc(C)no2)cc1S(=O)(=O)Nc1ccc(Cl)cn1	-1.3&-0.5	1&-5	-1.4%&4.9%	0&3	-20&-1	-2	-5&-1	-17&-28	-10&-5
Cc1ccc(C(C)C)c(OCC(=O)OCC(=O)c2c(N)n(C)c(=O)n(C)c2=O)c1	0.6	-2	1.6%	12	-30	9	3	28	-5
Cn1c(-c2ccc(F)cc2)cnc1NCc1ccc(F)cc1	-0.4	10	-0.1%	19	3	14	24	-1	-15
CCOC(=O)c1ccccc1N/C=C1\CCCCC1=O	0.3	-2	2.9%	5	-8	-6	16	7	6
CC(CC(=O)NCCc1ccc(Cl)cc1)S(=O)(=O)c1ccc2c(c1)NC(=O)CO2 (configuration not stated)	1.2	-8	0.6%	0	33	-13	0	-4	-5
COc1cccc(CNC(=O)CCC2CCCN(C(=O)CCc3c(C)noc3C)C2)c1 (configuration not stated)	0.6	-4	0.3%	1	9	-5	11	-9	-2
CCOc1ccc(C2NC(=O)c3c(COC)cc(C)nc3N2Cc2ccccc2)cc1OC (configuration not stated)	12	1	13%	3	.	.	12	-12	-1
O=C(O)C1C2C=CC(CC2)C1C(=O)O (configuration not stated)	-1.1	-5	-0.2%	-1	-2	6	13	9	-7
CN(CCOc1ccc(Br)cc1)CC(O)COc1ccc(C#N)cc1 (configuration not stated)	2.2	-5	-0.6%	25	-16	14	-14	-15	-7
O=C(O)C1CC=CCC1C(=O)NC1CCCCC1 (configuration not stated)	-0.3	2	2.9%	1	-13	2	9	14	-3
COc1ccc(CCNC(=O)CCn2c(=O)c3ccccc3n(Cc3ccc(Cl)cc3)c2=O)cc1OC	-1.8	-3	14%	10	.	.	7	-3	-1
CCC(Sc1nccn1C)C(=O)Nc1ccc(Cl)cn1 (configuration not stated)	0.1	-2	0.8%	0	0	4	-23	4	-2
COc1ccc(C(=O)NC(=S)NNC(=O)Cc2cccs2)cc1	1.4	13	2.8%	4	4	16	5	3	5
O=C(N/N=C/c1ccco1)c1ccccc1OCc1ccc(Br)cc1	-2.1	-14	-0.1%	2	-17	6	5	2	-1
COC(=O)c1cc(S(=O)(=O)N2CCN(C3CCCCC3)CC2)c[nH]1	-0.4	0	-0.9%	2	.	-18	6	1	-3
O=C(CSc1ncccn1)NCc1ccc(F)cc1	0.1	7	-0.4%	1	-18	12	-6	4	-1
CC1CCCN(Cc2c(O)ccc3c(=O)c(-c4nc5ccccc5s4)c(N)oc23)C1 (configuration not stated)	1.2	-1	0.2%	1	-7	16	-3	1	6
COc1ccc(/C=N/Nc2nc(C(=O)O)cs2)cc1	1.7	1	-1.9%	-3	6	12	1	16	-6
O=C(c1ccco1)n1nc(-c2ccc(Cl)cc2)nc1NCc1ccco1	0.1	4	0.2%	3	-9	-9	6	-11	-6
COC(=O)C(NC(=O)c1ccccc1Cl)(Nc1ncc(S(=O)(=O)c2ccc([N+](=O)[O-])cc2)s1)C(F)(F)F (configuration not stated)	-0.1	-6	-1.8%	26	4	8	12	.	-2
CCc1nnc(NS(=O)(=O)c2ccc(NC(=S)NC(=O)/C=C/c3cccs3)cc2)s1	-0.8	4	0.1%	0	?	-22	4	8	-5
COC(=O)CC1Oc2ccc(F)cc2-n2cc(-c3ccc(C)cc3)nc21 (configuration not stated)	0.4	6	1.8%	0	.	.	5	-2	-4
CCOC(=O)C1CCCN(C(=O)COC(=O)C2=COCCO2)C1 (configuration not stated)	0.2	0	0.9%	4	7	5	-24	-9	-2
COc1cccc(C(=O)NC(=O)Nc2nc(C)cc(C(F)(F)F)n2)c1	-0.3	-5	1.8%	3	-16	-8	0	2	5
O=C(NC(=S)Nc1ccc2oc(-c3ccncc3)nc2c1)c1ccccc1F	-0.8	-2	-2.4%	0	6	27	-15	6	9
Cc1cc(NC(=O)CN2C(=O)NC3(CCCCC3)C2=O)ccc1N1CCCC1	-1.4	4	1.0%	1	0	5	9	1	4
Cc1cc(C)nc(N(C#N)Cc2ccc(Br)cc2)n1	0.4	6	2.3%	4	-7	5	-4	-16	-3

Quoted from the entries so far, 2 compounds:
SMILES	D2 agonist	TRHR enhancer	RXFP1 ag	D1 ag	RXFP1 antag	D2 antag	D2 PAM	D1 antag	D1 PAM
COc1cccc(CNC(=O)CCC2CCCN(C(=O)CCc3c(C)noc3C)C2)c1 (configuration not stated)	0.6	-4	0.3%	1	9	-5	11	-9	-2
CCOc1ccc(C2NC(=O)c3c(COC)cc(C)nc3N2Cc2ccccc2)cc1OC (configuration not stated)	12	1	13%	3	.	.	12	-12	-1

Ordered by SMILES length (highest first): part of the list above.
SMILES	D2 agonist	TRHR enhancer	RXFP1 ag	D1 ag	RXFP1 antag	D2 antag	D2 PAM	D1 antag	D1 PAM
CCc1nnc(NS(=O)(=O)c2ccc(NC(=S)NC(=O)/C=C/c3cccs3)cc2)s1	-0.8	4	0.1%	0	?	-22	4	8	-5
CCOc1ccc(C2NC(=O)c3c(COC)cc(C)nc3N2Cc2ccccc2)cc1OC (configuration not stated)	12	1	13%	3	.	.	12	-12	-1
O=C(NC(=S)Nc1ccc2oc(-c3ccncc3)nc2c1)c1ccccc1F	-0.8	-2	-2.4%	0	6	27	-15	6	9
COc1ccc(C(=O)NC(=S)NNC(=O)Cc2cccs2)cc1	1.4	13	2.8%	4	4	16	5	3	5
